High-throughput results: PubChem, The Scripps Research Institute Molecular Screening Center
TDP2 inh – human TDP2 enzyme inhibitors, primary screen, biochemical, epi absorbance, recombinant enzyme; Tyrosyl-DNA phosphodiesterase 2 (Homo sapiens), O95551; T5PNP hydrolysis, p-nitrophenol absorbance 415 nm; inhibition, % at 12.8 µM; hit rate 0.34% among 370,000; AID 720702, 2013;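 active = inhibition above the mean of all tested compounds plus 3 SD, set per campaign, cut at about 25% in these data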;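 also: 0% = DMSO with enzyme and 100% = buffer with substrate but no TDP2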
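System – recombinant human TDP2 · Quantity – TDP2 enzyme at 120 nM final · Doses – single concentration, 12.8 µM nominal, with 1% DMSO · Incubation – 2 h at 37 °C · Measured by – epi absorbance of p-nitrophenol freed from T5PNP by hydrolysis · Read-out – % inhibition relative to enzyme-containing and enzyme-free wells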
Tn6 DDE FP – inhibitors of Tn6 peptide binding to fibrin DD(E), primary screen, biochemical, fluorescence polarization, human fibrin, Tn6 probe; hit rate 0.21% among 370,000; Fibrin DD(E) TRITC-Tn6 fluorescence polarization displacement; inhibition, % at 8.3 µM; Fibrinogen beta chain (Homo sapiens), P02675; AID 720509, 2013;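 active = inhibition above a per-campaign cutoff: mean of compounds within control limits plus 3 SD, cut at about 15% in these data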;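 also: 0% = median of all compound wells on the plate and 100% = blocking peptide control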
Target sequence (P02675 whole entry, looked up): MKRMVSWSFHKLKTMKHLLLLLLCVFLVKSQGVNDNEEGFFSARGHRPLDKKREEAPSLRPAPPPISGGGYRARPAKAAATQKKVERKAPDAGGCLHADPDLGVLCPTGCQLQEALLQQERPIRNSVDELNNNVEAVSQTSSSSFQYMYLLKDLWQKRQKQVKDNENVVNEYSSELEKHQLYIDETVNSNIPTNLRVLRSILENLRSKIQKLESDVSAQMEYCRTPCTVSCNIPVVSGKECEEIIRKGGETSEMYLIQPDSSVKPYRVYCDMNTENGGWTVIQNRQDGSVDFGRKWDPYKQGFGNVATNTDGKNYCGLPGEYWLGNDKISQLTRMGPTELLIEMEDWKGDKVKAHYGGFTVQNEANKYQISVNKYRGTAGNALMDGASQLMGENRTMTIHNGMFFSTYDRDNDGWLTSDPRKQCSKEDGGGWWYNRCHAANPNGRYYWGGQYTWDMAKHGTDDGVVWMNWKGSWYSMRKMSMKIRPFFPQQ
PLCg1 inh – PLC-gamma1 enzyme inhibitors, primary screen, biochemical, fluorescence, purified enzyme | 1-phosphatidylinositol 4,5-bisphosphate phosphodiesterase gamma-1 (Homo sapiens), P19174 | fluorogenic substrate | inhibition, % at 12.2 µM | hit rate 0.84% among 370,000; in the data active = inhibition above about 9.5%
ADAM10 inh – human ADAM10 inhibitors, primary screen, biochemical, QFRET, HTS. hit rate 0.62% among 370,000. inhibition, % at 7 µM. recombinant ADAM10, EDANS/DABCYL FRET peptide cleavage, 3 h. Disintegrin and metalloproteinase domain-containing protein 10 (Homo sapiens), O14672;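 active = inhibition above a per-campaign cutoff equal to the mean of compounds falling between control-based bounds plus 3 SD, cut at about 20% in these data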;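 also: 0% = DMSO wells while the 100% control is not disclosed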
LEDGF integ inh – blockers of LEDGF/p75-dependent integrase strand transfer – biochemical, TR-FRET, high throughput, primary screen | hit rate 0.64% among 370,000 | inhibition, % at 3.7 µM | TR-FRET IN-LEDGF/p75 DNA integration, Eu/Cy5 | AID 743269, 2014 | HIV-1 integrase (with human LEDGF/p75);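 active = inhibition above the screen-wide mean plus 3 SD, cut at about 13% in these data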;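 also: signal is the Cy5 over europium emission ratio at 671 and 618 nm; 0% = plate median of compound wells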
ADAM17 inh – ADAM17 inhibitors, primary screen, biochemical, QFRET; Disintegrin and metalloproteinase domain-containing protein 17 (Homo sapiens), P78536; recombinant ADAM17, EDANS/DABCYL FRET peptide cleavage; inhibition, % at 6.95 µM; hit rate 0.83% among 370,000; AID 720648, 2013;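 active = inhibition above the mean of compounds lying between control limits plus 3 SD, set per campaign, cut at about 8.5% in these data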;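 also: 0% = DMSO-only wells as the low control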
Target sequence (P78536 215-824 limits assumed): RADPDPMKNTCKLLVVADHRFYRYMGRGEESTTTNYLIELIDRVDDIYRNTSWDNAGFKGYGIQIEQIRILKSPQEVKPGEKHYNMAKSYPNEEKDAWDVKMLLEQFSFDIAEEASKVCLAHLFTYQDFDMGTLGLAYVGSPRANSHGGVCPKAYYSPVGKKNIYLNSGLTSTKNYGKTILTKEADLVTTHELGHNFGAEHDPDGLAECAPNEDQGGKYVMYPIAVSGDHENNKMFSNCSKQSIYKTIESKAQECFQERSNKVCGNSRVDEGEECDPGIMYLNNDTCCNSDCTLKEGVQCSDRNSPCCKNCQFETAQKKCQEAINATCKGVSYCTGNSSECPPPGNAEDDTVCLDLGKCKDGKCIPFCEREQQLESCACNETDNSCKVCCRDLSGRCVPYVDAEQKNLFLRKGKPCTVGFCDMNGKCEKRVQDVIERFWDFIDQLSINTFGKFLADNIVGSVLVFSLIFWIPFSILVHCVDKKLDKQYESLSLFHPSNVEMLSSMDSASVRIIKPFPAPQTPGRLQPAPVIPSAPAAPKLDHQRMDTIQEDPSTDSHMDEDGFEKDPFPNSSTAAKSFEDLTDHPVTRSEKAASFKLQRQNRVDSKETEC
Tn7 DDE FP – inhibitors of Tn7 peptide binding to fibrin DD(E), primary screen, biochemical, fluorescence polarization, human fibrin, Tn7 probe | Fibrinogen beta chain (Homo sapiens), P02675 | hit rate 0.13% among 370,000 | AID 720508, 2013 | FP displacement of FITC-Tn7 peptide from fibrin DD(E); 0% = median of compound wells per plate | inhibition, % at 8.3 µM;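 active = inhibition above the mean of compounds falling within the control limits plus 3 SD of them, cut at about 14% in these data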;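 also: 0% = plate median of compound wells and 100% = 10 µM Aha-Tn7 peptide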
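system = human fibrin DD(E) protein | quantity = DD(E) 2 µM final | medium = Tris/NaCl/CaCl2 buffer, pH 7.8 | also added = labelled Tn7 tracer, 0.1 µM | compound dosing = single point at 8.3 µM | timing = compound with protein 10 min, then 3 h after probe, room temperature | signal = FP measurement | benchmarks = Aha-Tn7 high control | repeats = one replicate per compound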
ASAP1 GAP inh – inhibitors of human ASAP1 ArfGAP activity, primary screen, biochemical, fluorescence polarization | Arf-GAP with SH3 domain, ANK repeat and PH domain-containing protein 1 (Homo sapiens), … | ASAP1-stimulated ARF1 GTP hydrolysis, GDP FP detection | inhibition, % at 16.5 µM | hit rate 0.19% among 360,000 | AID 624377, 2012; in the data active = inhibition above about 25%;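 also: 0% = vehicle with enzyme and substrate and 100% = no enzyme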
ARFGAP1 inh – inhibitors of rat ARFGAP1 GAP activity, primary screen, biochemical, fluorescence polarization, GDP tracer | ADP-ribosylation factor GTPase-activating protein 1 (Rattus norvegicus), Q62848 | Arfgap1-stimulated ARF1 GTP hydrolysis, GDP FP detection | inhibition, % at 16.5 µM | hit rate 0.26% among 360,000 | AID 651572, 2012;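 active = inhibition above a per-plate limit, mean inhibition of low control wells plus 3 SD, cut at about 25% in these data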;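 also: 0% = DMSO wells with enzyme and 100% = wells lacking Arfgap1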
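Material – truncated rat Arfgap1 GAP domain · Buffer or medium – HEPES-based buffer, pH 7.5 · Reagent – human ARF1(Δ1-17)-GTP substrate · Dosing – 16.5 µM single point, 1.26% DMSO · Schedule – GTP hydrolysis reaction 2 h at 25 °C · Technique – GDP detection by fluorescence polarization · Benchmarks – No-Arfgap1 wells (100%) versus DMSO full-reaction wells (0%) · Repeats – single replicate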
proKLK7 act – proKLK7 zymogen activators, primary screen, biochemical, fluorescence intensity; AID 652039, 2013; purified proKLK7, EDANS-DABCYL substrate fluorescence; 100% is mature enzyme control, 0% vehicle; Kallikrein-7 (Homo sapiens), P49862; hit rate 0.9% among 370,000; activation, % at 7 µM;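 active = activation above the mean of all tested compounds plus 3 SD, computed per campaign excluding outliers beyond control limits, cut at about 13% in these data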
* marks the source's active call; other numbers are inactive results; . = no result given. Compounds as they come; about 4.2% have a hit in one of these screens.

SMILES	TDP2 inh	Tn6 DDE FP	PLCg1 inh	ADAM10 inh	LEDGF integ inh	ADAM17 inh	Tn7 DDE FP	ASAP1 GAP inh	ARFGAP1 inh	proKLK7 act
Cc1ccc(S(=O)(=O)N(C)c2ccc(OCC(=O)Nc3nc(-c4ccccc4)cs3)cc2)cc1	-3	-1	-1	4	5	1	-2	8	3	-0.1
COc1cccc(C(NC(C)=O)c2nc(-c3cccc(NC(C)=O)c3)cs2)c1 (stereo unspecified)	5	-6	2	-14	2	-5	1	-3	-9	-0.4
O=S1(=O)CCC(S(=O)(=O)N2CCCCCC2)C1 (stereo unspecified)	-5	-9	8	14	2	2	6	14	-4	0.2
CN1CCN(CCC2Oc3cc([N+](=O)[O-])ccc3NC2=O)CC1 (stereo unspecified)	10	2	3	5	5	2	0	-23	3	0.2
O=C(CSc1nnc(Cn2c(=O)sc3ccccc32)n1-c1ccccc1)N1CCCCCC1	-1	2	2	-13	-2	3	-4	-5	-1	-1.0
Cc1csc(SCC(=O)N(C)CC(=O)Nc2ccccc2Cl)n1	-8	-13	2	-5	3	-3	-7	0	3	0.1
CCN(CC)CCCNC(=O)c1cn(CC)c2ccc(S(=O)(=O)N3CCc4ccccc4C3)cc2c1=O	-4	-2	0	-2	4	0	-11	-1	4	-0.2
CC(=O)N/C(=C\c1ccccc1)C(=O)OC(C)C(=O)NCc1ccccc1 (stereo unspecified)	9	5	4	4	0	1	2	6	1	-0.8
Cc1c(Cl)cccc1NC(=O)C1CC(=O)N(C2CCCC2)C1 (stereo unspecified)	-2	-5	1	-17	-1	-2	11	9	-11	-0.6
N#Cc1nnn2c1nc(N)c1c(Cl)cccc12	-1	5	-13	-61	-3	-14	8	5	-1	0.7
Cc1ccc(-n2c(C)cc(C(=O)COC(=O)c3c(C)noc3C)c2C)cc1	-9	-8	1	1	1	4	2	0	-4	-1.0
COc1ccc(Nc2ccc([N+](=O)[O-])cc2[N+](=O)[O-])cc1	-5	1	7	-4	6	-4	-4	2	-8	-0.1
CCOC(=O)C1CCN(C(C(=O)NC2CCCCC2)c2ccc(OC)cc2)CC1 (stereo unspecified)	7	-1	2	4	2	-1	-6	-3	-13	0.6
CC(O)CN(CCC(N)=O)CCC(N)=O (stereo unspecified)	-9	-5	10*	6	2	4	4	3	-5	0.7
O=C1CC(N2CCCc3ccccc32)C(=O)N1c1ccccc1 (stereo unspecified)	-6	1	-3	-2	1	-1	4	-2	-8	-1.3
CCn1c(SCc2nc(N)nc(N3CCCCC3)n2)nc2c1c(=O)n(C)c(=O)n2C	6	-1	-2	-7	1	-6	3	-4	6	-0.5
CCOC(=O)c1cnc(-c2ccccc2)nc1N1CC(C)OC(C)C1 (stereo unspecified)	-11	1	-1	3	5	-2	-1	5	-12	-0.7
Cn1cc(CN2CCC(CO)CC2)c(-c2ccc(Oc3ccccc3)cc2)n1	6	-10	-1	-7	0	-4	-6	3	7	0.5
Clc1ccc(-n2c(Cc3cccs3)nnc2SC/C=C/c2ccccc2)cc1	0	-3	-1	-1	-2	1	6	.	.	0.0
O=C(N/N=C1/CCS(=O)(=O)c2ccc(F)cc21)c1ccccn1	5	-4	0	-2	-2	-1	-2	0	-7	0.3
O=C(Nc1nnc(C2CC2)s1)c1ccc(Cl)nc1	12	2	-2	-4	2	-1	1	5	3	-0.3
CCC(C)(C)NC(=O)C(c1cccnc1)N(CCOC)C(=O)Cn1nnc2ccccc21 (stereo unspecified)	4	5	0	0	2	-2	-6	-10	-5	0.4
O=C(O)c1ccccc1N/N=C/C1=C(N2CCOCC2)C(=C\c2ccccc2)/CC1	5	11	-12	-9	10	-5	-8	9	9	-0.3
Cc1cc(C)n2nc(SCC#N)nc2n1	6	-7	6	2	4	1	6	7	-1	-0.9
COc1cc(CN2CCN(C(=O)CC(C)C)CC2)c([N+](=O)[O-])cc1OC	-7	-1	-6	-13	5	-4	-4	-1	10	-2.4

Arranged by SMILES length (ascending): part of the list above
SMILES	TDP2 inh	Tn6 DDE FP	PLCg1 inh	ADAM10 inh	LEDGF integ inh	ADAM17 inh	Tn7 DDE FP	ASAP1 GAP inh	ARFGAP1 inh	proKLK7 act
Cc1cc(C)n2nc(SCC#N)nc2n1	6	-7	6	2	4	1	6	7	-1	-0.9
CCOC(=O)c1cnc(-c2ccccc2)nc1N1CC(C)OC(C)C1 (stereo unspecified)	-11	1	-1	3	5	-2	-1	5	-12	-0.7
CC(=O)N/C(=C\c1ccccc1)C(=O)OC(C)C(=O)NCc1ccccc1 (stereo unspecified)	9	5	4	4	0	1	2	6	1	-0.8

Additional entries follow:
SMILES	TDP2 inh	Tn6 DDE FP	PLCg1 inh	ADAM10 inh	LEDGF integ inh	ADAM17 inh	Tn7 DDE FP	ASAP1 GAP inh	ARFGAP1 inh	proKLK7 act
O=C(Nc1ccc(N2CCOCC2)cc1)c1cn2ccccc2n1	-3	2	-1	0	-5	2	7	-8	-7	-0.7
CC(/C=C/C=C/c1ccccc1)=N/NC(=O)C(O)c1ccccc1 (stereo unspecified)	-7	-11	2	-6	3	0	1	-3	7	0.3
CC(Sc1ccccc1)C(=O)N/N=C/c1cccnc1 (stereo unspecified)	16	1	4	5	3	-3	0	-6	-4	-0.3
CCn1nnnc1SCC(=O)NCc1cccs1	-3	4	2	9	1	-2	1	-7	-12	0.8
Cc1ccc(C(NC(=O)c2ccccc2S(C)(=O)=O)c2ccccc2)cc1 (stereo unspecified)	-5	1	-1	6	-1	0	1	-2	6	0.3
c1ccc(-c2nnc3n2N=C(c2ccc4ccccc4c2)CS3)cc1	-3	6	0	-3	1	-2	4	.	.	0.3
O=C(CCN1C(=O)C2C3C=CC(C3)C2C1=O)Nc1nccs1 (stereo unspecified)	-3	-6	6	7	0	-3	2	4	3	-0.3
Cn1nc(C(C)(C)C)cc1C(=O)N1CCCCC1c1cc(C(=O)NCc2cccnc2)no1 (stereo unspecified)	7	-2	2	1	2	-1	-1	3	-5	-0.1
CCCOc1ccc(C(=O)NCc2ccco2)cc1	-6	-9	3	2	-1	3	0	-13	2	-0.1
COc1ccc(CC(=O)NNC(=S)NC(=O)c2cc(OC)c(OC)c(OC)c2)cc1	9	-1	1	1	-3	0	6	-11	-4	-1.0
Cc1nn(-c2ccccc2)c(C)c1NC(=O)COC(=O)c1ccc(S(=O)(=O)C(F)F)cc1	-4	2	4	-8	-5	-4	-3	2	3	-0.5
Cc1ccc(/C=C/C(=O)Nc2ccc([N+](=O)[O-])c(NC(=O)/C=C/c3ccc(C)o3)c2)o1	13	-16	7	11	24*	6	-4	6	-1	-0.7
C=C(C)C(=O)Oc1ccc(N2C(=O)[C@@H]3C4C=CC(C4)[C@@H]3C2=O)cc1	10	-1	4	1	2	-1	-4	-7	-1	0.2
NS(=O)(=O)c1cccc(NC(=O)COC(=O)c2ccccc2C(=O)c2ccccc2)c1	6	1	3	-10	-2	-2	1	-16	-3	0.3
CC(=O)N1CCc2cc(S(=O)(=O)NCCCN3CCN(Cc4ccccc4)CC3)ccc21	9	-8	8	0	4	-1	-2	-4	-3	-0.1
COc1ccc(CC(=O)Nc2ccccc2C(F)(F)F)cc1S(=O)(=O)N1CCOCC1	-6	0	4	-12	-6	1	3	0	8	-0.4
CC1=C(OC(=O)c2ccccc2)C(C)(C)C(c2ccccc2)OC1=O (stereo unspecified)	13	0	-1	-2	1	-4	5	1	1	1.0
Cc1ccc(C)c(C(=O)CN2C(=O)NC3(CCCCCC3)C2=O)c1	6	-11	-4	2	3	-3	-4	7	16	-0.1
Cc1ccccc1N1CCN(c2ccc(NC(=O)C3CCCCC3C(=O)O)cc2)CC1 (stereo unspecified)	-2	2	5	2	5	1	-4	-14	1	-0.4
O=[N+]([O-])c1ccc(-c2ccn[nH]2)o1	4	2	0	0	2	2	1	-11	-7	-0.2
O=C(NCCN1CCOCC1)c1cc(-c2cccc(Cl)c2)on1	-8	2	0	0	-4	-4	0	-8	-12	0.5
Cc1nnc(SCCN2CCOCC2)n1-c1cccc(Cl)c1	0	-1	1	-7	2	-3	-3	-3	6	0.2

Gathered by group, the compounds so far with an aryl methoxy group
SMILES	TDP2 inh	Tn6 DDE FP	PLCg1 inh	ADAM10 inh	LEDGF integ inh	ADAM17 inh	Tn7 DDE FP	ASAP1 GAP inh	ARFGAP1 inh	proKLK7 act
COc1cccc(C(NC(C)=O)c2nc(-c3cccc(NC(C)=O)c3)cs2)c1 (stereo unspecified)	5	-6	2	-14	2	-5	1	-3	-9	-0.4
COc1ccc(Nc2ccc([N+](=O)[O-])cc2[N+](=O)[O-])cc1	-5	1	7	-4	6	-4	-4	2	-8	-0.1
CCOC(=O)C1CCN(C(C(=O)NC2CCCCC2)c2ccc(OC)cc2)CC1 (stereo unspecified)	7	-1	2	4	2	-1	-6	-3	-13	0.6
COc1cc(CN2CCN(C(=O)CC(C)C)CC2)c([N+](=O)[O-])cc1OC	-7	-1	-6	-13	5	-4	-4	-1	10	-2.4
COc1ccc(CC(=O)NNC(=S)NC(=O)c2cc(OC)c(OC)c(OC)c2)cc1	9	-1	1	1	-3	0	6	-11	-4	-1.0
COc1ccc(CC(=O)Nc2ccccc2C(F)(F)F)cc1S(=O)(=O)N1CCOCC1	-6	0	4	-12	-6	1	3	0	8	-0.4
